IDE exosite FP: displaces the probe from the exo-site of human IDE | purified IDE, FL-6b probe fluorescence polarization; hits give low values | z-score at 20 µM | actives 6.3% (n = 17,000);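 active = z-score of -3 or lower, meaning strong loss of probe binding signal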;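 note: His-tagged human IDE residues 42-1019 made in E. coli with 30 nM FL-6b probe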
Target sequence (P14735 42-1019 limits assumed): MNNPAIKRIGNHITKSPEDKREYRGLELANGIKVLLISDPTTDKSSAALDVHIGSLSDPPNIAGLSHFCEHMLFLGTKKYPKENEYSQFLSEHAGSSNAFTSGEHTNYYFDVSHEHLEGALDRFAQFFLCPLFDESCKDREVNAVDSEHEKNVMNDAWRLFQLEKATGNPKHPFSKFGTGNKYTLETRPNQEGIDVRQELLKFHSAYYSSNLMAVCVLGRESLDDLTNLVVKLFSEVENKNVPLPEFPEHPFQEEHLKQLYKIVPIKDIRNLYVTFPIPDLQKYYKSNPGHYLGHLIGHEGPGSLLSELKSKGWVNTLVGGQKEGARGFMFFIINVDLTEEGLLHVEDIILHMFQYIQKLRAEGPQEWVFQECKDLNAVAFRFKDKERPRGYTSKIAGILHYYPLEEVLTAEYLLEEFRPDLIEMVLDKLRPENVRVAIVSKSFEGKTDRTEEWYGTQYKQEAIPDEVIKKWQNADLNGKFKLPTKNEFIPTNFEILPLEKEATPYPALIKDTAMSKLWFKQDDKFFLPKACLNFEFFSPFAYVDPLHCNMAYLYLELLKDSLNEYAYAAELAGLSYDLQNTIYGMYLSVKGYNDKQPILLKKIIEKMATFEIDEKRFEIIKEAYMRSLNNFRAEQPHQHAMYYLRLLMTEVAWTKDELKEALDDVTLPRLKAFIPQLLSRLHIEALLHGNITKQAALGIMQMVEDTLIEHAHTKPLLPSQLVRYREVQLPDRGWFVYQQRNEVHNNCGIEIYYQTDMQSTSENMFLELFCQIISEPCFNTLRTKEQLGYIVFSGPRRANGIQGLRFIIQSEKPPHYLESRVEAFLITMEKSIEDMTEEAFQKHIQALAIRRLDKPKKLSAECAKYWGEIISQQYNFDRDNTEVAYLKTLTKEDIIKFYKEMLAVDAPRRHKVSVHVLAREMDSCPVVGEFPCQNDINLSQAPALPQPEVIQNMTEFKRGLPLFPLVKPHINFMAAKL
An asterisk follows results filed as active. The list is partial (hit frequency here may not be typical).

IDE exosite FP	smiles
-1.2	O=C(C[C@H]1CC[C@H]2[C@@H](COC[C@@H](O)CN2C(=O)c2cnccn2)O1)NCc1ccc(Cl)cc1
-0.93	O=C(Nc1ccc2c(c1)[C@@H]1C[C@@H](CC(=O)N3CCc4ccccc4C3)O[C@@H](CO)[C@@H]1O2)c1ccc2c(c1)OCO2
-0.74	C[C@@H]1CN([C@H](C)CO)C(=O)CCCn2nncc2CO[C@@H]1CN(C)CC1CCCCC1
0.53	Cn1cnc(S(=O)(=O)N[C@@H]2CC[C@@H](CC(=O)NCC3CCCCC3)O[C@@H]2CO)c1
0.93	COCC(=O)N1CC(=O)N2[C@H](CO)[C@H](c3ccc(C#CC4CC4)cc3)[C@@H]2C1
-1.1	C[C@@H]1CN([C@@H](C)CO)C(=O)CCCn2nncc2CO[C@@H]1CN(C)S(=O)(=O)c1ccc2c(c1)OCCCO2
2.3	OC[C@@H]1[C@H](c2ccc(C#CC3(O)CCCC3)cc2)[C@@H]2CN(Cc3ccncc3)CCCCN12
7.2	CC(C)N(C[C@H]1N[C@H](CO)[C@@H]1c1ccccc1)C(=O)CN1CCOCC1
-1.7	O=C(C1CCOCC1)N1CC(=O)N2[C@H](CO)[C@@H](c3ccc(-c4cccnc4)cc3)[C@H]2C1
-2.4	O=C(c1cnccn1)N1CC(=O)N2[C@H](CO)[C@@H](c3ccc(C#CCc4ccccc4)cc3)[C@H]2C1
0.82	C/C=C/c1ccc([C@@H]2[C@H](CO)N(C(=O)c3cnccn3)C23CN(C(=O)C2CCC2)C3)cc1
-1.8	C[C@H](CO)N1C[C@H](C)[C@H](CN(C)Cc2ccccc2C(=O)O)Oc2cc(-c3ccc(F)cc3)ccc2S1(=O)=O
-0.3	C[C@H]1CN([C@@H](C)CO)C(=O)c2ccccc2-c2ccccc2CO[C@@H]1CN(C)C(=O)c1cc(Cl)cc(Cl)c1
-0.62	Cc1noc(C)c1S(=O)(=O)N(C)C[C@@H]1OCCCC[C@H](C)Oc2ccc(N(C)C)cc2C(=O)N([C@@H](C)CO)C[C@H]1C
-0.56	Cc1cccc(S(=O)(=O)N2C[C@H]3[C@@H](c4ccccc42)[C@H](CO)N3C(=O)c2ccccc2)c1
0.44	C[C@H](CO)N1C[C@H](C)[C@H](CN(C)Cc2ccc(Cl)c(Cl)c2)Oc2ccc(NC(=O)CCCN(C)C)cc2C1=O
-2.1	CCCC#Cc1ccc([C@@H]2[C@@H](CO)N3CCCCN(S(=O)(=O)CC)C[C@@H]23)cc1
-0.032	C[C@H]1CN([C@@H](C)CO)C(=O)CCCn2nncc2CO[C@@H]1CN(C)S(=O)(=O)c1ccc2c(c1)OCCCO2
-1.8	COCCNC(=O)C[C@H]1CC[C@H]2[C@H](COc3ccc(NC(=O)Nc4cccc(F)c4)cc3C(=O)N2C)O1
-0.63	O=C(Nc1ccc(F)cc1)N1CC(=O)N2[C@H](CO)[C@H](c3ccc(C#Cc4cccnc4)cc3)[C@@H]2C1
-0.54	CCN(C[C@H]1N[C@H](CO)[C@H]1c1ccc(-c2cccc(F)c2)cc1)C(=O)COC
1.4	CCCNC(=O)N1[C@H](CO)[C@@H](c2ccccc2)[C@H]1CNC(=O)c1ccccc1
-5.2*	O=C(NC1CCCCC1)N1CC(=O)N2[C@H](CO)[C@@H](c3ccc(-c4ccccc4)cc3)[C@H]2C1
-0.3	COc1cccc(CNC(=O)C[C@@H]2CC[C@H]3[C@@H](COc4ccc(NS(=O)(=O)c5ccccc5F)cc4C(=O)N3C)O2)c1
-0.11	C[C@@H]1CC=CC[C@@H](c2ccc3c(c2)OCO3)NC(=O)[C@H](C)N(C)C(=O)c2ccccc2O1 (mixture of isomers)
1.5	COc1ccc2c3c([nH]c2c1)[C@@H](CO)NCC31CN(S(=O)(=O)c2cccs2)C1
1.8	CC(=O)N(C)C[C@@H]1[C@@H](c2ccccc2)[C@H](CO)N1C(=O)C1CCC1
-0.079	O=C(C[C@H]1CC[C@H]2[C@@H](COC[C@H](O)CN2C(=O)Nc2cccc(F)c2)O1)NCCCN1CCOCC1
-0.59	C/C=C/c1ccc([C@@H]2[C@@H](CO)N(C(=O)c3ccccc3)C23CN(C(C)=O)C3)cc1
-4.5*	N#C[C@H]1[C@H](c2ccc(-c3ccccc3F)cc2)[C@@H](CO)N1C(=O)C1CC1
-0.24	COc1cccc(S(=O)(=O)N2CCCCN3[C@@H](CO)[C@@H](c4ccc(-c5cncnc5)cc4)[C@@H]3C2)c1
1.1	C/C=C/c1ccc([C@H]2[C@H]3CN(C(=O)Nc4cc(F)ccc4F)CCCCN3[C@H]2CO)cc1
1.6	N#C[C@H]1[C@H](c2ccc(C3=CCCC3)cc2)[C@@H](CO)N1C(=O)C1CCOCC1
3	COc1ccccc1NC(=O)N1CCCCN2[C@H](C1)[C@@H](c1ccc(-c3ccc(C)cc3)cc1)[C@@H]2CO
0.88	O=C(C[C@@H]1CC[C@H]2NC[C@H](O)COC[C@@H]2O1)NCCN1CCCCC1
-0.032	C[C@H]1CN([C@@H](C)CO)C(=O)CCCn2nncc2CO[C@H]1CN(C)Cc1cccc(C(F)(F)F)c1
1.8	CO[C@@H]1CN(C)C(=O)c2ccc(NS(=O)(=O)c3c(C)noc3C)cc2OC[C@H](C)NC[C@@H]1C
1	CCN(C[C@H]1[C@@H](c2ccccc2)[C@@H](CO)N1C(C)=O)C(=O)c1ccccn1
-0.43	C[C@H]1CCCCO[C@H](CN(C)S(C)(=O)=O)[C@@H](C)CN([C@@H](C)CO)C(=O)c2cc(NC(=O)NC3CCCCC3)ccc2O1
0.51	N#C[C@@H]1[C@@H](c2ccc(C3=CCCC3)cc2)[C@@H](CO)N1C(=O)NC1CCCCC1
2.9	C/C=C/c1ccc([C@H]2[C@@H](CO)N(C(C)=O)[C@H]2CN(CC(C)C)C(C)=O)cc1
-0.95	CN1C(=O)c2cc(NC(=O)Cc3cccs3)ccc2OC[C@@H]2O[C@H](CC(=O)N[C@@H]3CCN(Cc4ccccc4)C3)CC[C@@H]21
0.23	C[C@H](O)C#Cc1ccc([C@H]2[C@H](CO)N3CCCCN(S(=O)(=O)Cc4ccccc4)C[C@@H]23)cc1
2	CC(=O)NC[C@@H]1[C@H](c2ccc(-c3cccc(F)c3)cc2)[C@H](CO)N1C(C)=O
-0.23	C[C@H]1CN([C@@H](C)CO)S(=O)(=O)c2ccc(C#CCC3CCCC3)cc2O[C@H]1CN(C)C(=O)c1cnccn1
2.5	Cn1cnc(S(=O)(=O)N2CCCCN3[C@H](CO)[C@H](c4ccc(-c5cccc(F)c5)cc4)[C@@H]3C2)c1
-1.3	CC(C)CC#Cc1ccc([C@H]2[C@@H](CO)N3CCCCN(C(=O)Nc4ccccc4)C[C@H]23)cc1
1	CCS(=O)(=O)N1CC2(CN(C(=O)c3cccnc3)C2)c2c(n(C)c3cc(OC)ccc23)[C@H]1CO
0.6	C/C=C/c1ccc([C@@H]2[C@H](CO)N(S(C)(=O)=O)[C@H]2CN(CC)C(C)=O)cc1
-0.58	O=C(C1CCCCC1)N1CC(=O)N2[C@H](CO)[C@@H](c3ccc(-c4cccnc4)cc3)[C@H]2C1
-0.26	CC(C)NC(=O)N1CCCCN2[C@H](CO)[C@@H](c3ccc(C#Cc4ccccc4F)cc3)[C@@H]2C1
1.1	CN(C)C(=O)c1cccc(-c2ccccc2[C@@H]2[C@@H](C#N)N(C(=O)C3CC3)[C@@H]2CO)c1
-0.36	COc1cccc(S(=O)(=O)Nc2ccc3c(c2)[C@@H]2C[C@@H](CC(=O)NC4CCCCC4)O[C@H](CO)[C@@H]2O3)c1
-0.98	C[C@H]1CN([C@@H](C)CO)C(=O)c2ccccc2-c2ccccc2CO[C@H]1CN(C)C(=O)NC1CCCCC1
4.3	O=C(Nc1ccccc1F)N1CC(=O)N2[C@@H](CO)[C@H](c3ccc(C#Cc4ccc(F)cc4)cc3)[C@@H]2C1
0.14	OC[C@@H]1[C@@H](c2ccc(C#CC3(O)CCCC3)cc2)[C@@H]2CN(Cc3cncnc3)CCCCN12
-1.6	Cc1cc(C(=O)Nc2ccc3c(c2)C(=O)N(C)[C@H]2CC[C@@H](CC(=O)NCc4ccc(-c5ccccc5)cc4)O[C@@H]2CO3)no1
-15*	Cc1ccccc1-c1ccc([C@@H]2[C@@H](CO)N3CCCCN(C(=O)NC4CCCC4)C[C@H]23)cc1
0.44	N#C[C@H]1[C@@H](c2ccc(/C=C/c3ccccc3)cc2)[C@@H](CO)N1C(=O)C1CCCC1
3.7	O=C(Nc1ccccc1)N1CCCCN2[C@H](CO)[C@@H](c3ccc(Br)cc3)[C@H]2C1

Among those listed so far, 3 contain a Cl atom:
IDE exosite FP	smiles
-1.2	O=C(C[C@H]1CC[C@H]2[C@@H](COC[C@@H](O)CN2C(=O)c2cnccn2)O1)NCc1ccc(Cl)cc1
-0.3	C[C@H]1CN([C@@H](C)CO)C(=O)c2ccccc2-c2ccccc2CO[C@@H]1CN(C)C(=O)c1cc(Cl)cc(Cl)c1
0.44	C[C@H](CO)N1C[C@H](C)[C@H](CN(C)Cc2ccc(Cl)c(Cl)c2)Oc2ccc(NC(=O)CCCN(C)C)cc2C1=O

Rewritten bar-delimited: part of the list above
compound | IDE exosite FP
O=C(NC1CCCCC1)N1CC(=O)N2[C@H](CO)[C@@H](c3ccc(-c4ccccc4)cc3)[C@H]2C1 | -5.2*
COc1cccc(CNC(=O)C[C@@H]2CC[C@H]3[C@@H](COc4ccc(NS(=O)(=O)c5ccccc5F)cc4C(=O)N3C)O2)c1 | -0.3
C[C@@H]1CC=CC[C@@H](c2ccc3c(c2)OCO3)NC(=O)[C@H](C)N(C)C(=O)c2ccccc2O1 (mixture of isomers) | -0.11
COc1ccc2c3c([nH]c2c1)[C@@H](CO)NCC31CN(S(=O)(=O)c2cccs2)C1 | 1.5
CC(=O)N(C)C[C@@H]1[C@@H](c2ccccc2)[C@H](CO)N1C(=O)C1CCC1 | 1.8

Next part:
IDE exosite FP	smiles
1.5	CC(C)C#Cc1ccc([C@H]2[C@H]3CN(C(=O)C4CCCCC4)CC(=O)N3[C@H]2CO)cc1
-0.67	O=C1CN(S(=O)(=O)c2ccccc2)C[C@@H]2[C@H](c3ccc(C#CCc4ccccc4)cc3)[C@H](CO)N12
-2.2	COc1ccccc1NC(=O)N1CC(=O)N2[C@H](C1)[C@@H](c1ccc(-c3ccc(F)cc3)cc1)[C@@H]2CO
-0.29	C[C@@H](O)C#Cc1ccc([C@@H]2[C@@H](CO)N3CCCCN(C(=O)c4ccc(F)cc4)C[C@@H]23)cc1
2	O=C(CC(F)(F)F)N1C[C@H]2[C@@H](c3ccccc31)[C@H](CO)N2CC1CCOCC1
-6.8*	COc1ccccc1C#Cc1ccc([C@@H]2[C@H]3CN(C(=O)C4CCC4)CCCCN3[C@H]2CO)cc1
0.071	Cc1ccccc1-c1ccc([C@H]2[C@H](CO)N3CCCCN(S(=O)(=O)c4ccc(F)cc4)C[C@@H]23)cc1
0.75	O=C(Nc1ccc(F)cc1)N1CC(=O)N2[C@H](CO)[C@@H](c3ccc(C4=CCCC4)cc3)[C@H]2C1
1.7	COc1ccc(C#Cc2ccc([C@H]3[C@@H](CO)N4C(=O)CN(C(C)=O)C[C@H]34)cc2)cc1
1.6	COc1ccc([C@H]2C/C=C\C[C@@H](c3ccc4c(c3)OCO4)NC(=O)CCC(=O)N2)c(OC)c1
-1	OC[C@H]1[C@H](c2ccc(C#CC3(O)CCCC3)cc2)[C@@H]2CN(Cc3cncnc3)CCCCN12
4	C/C=C/c1ccccc1[C@@H]1[C@@H](C#N)N(S(=O)(=O)c2cccc(F)c2)[C@H]1CO
-0.41	COc1ccc(NC(=O)N2CCC3(CC2)CN(C(=O)c2cccnc2)[C@@H](CO)c2[nH]c4cc(OC)ccc4c23)cc1
-1.6	O=C(C[C@@H]1C[C@@H]2c3cc(NC(=O)C4CCOCC4)ccc3O[C@@H]2[C@@H](CO)O1)NCCN1CCCCC1
4.1	O=C(C[C@H]1C=C[C@H](NC(=O)c2ccncc2)[C@H](CO)O1)NCC1CC1
-0.13	O=C(c1ccccc1F)N1CC(=O)N2[C@H](CO)[C@@H](c3ccc(-c4ccc(F)cc4)cc3)[C@@H]2C1
3.9	COCC(=O)NC[C@@H]1[C@H](c2ccc(C3=CCCC3)cc2)[C@H](CO)N1C(C)=O
-1.3	COc1ccc2c3c(n(C)c2c1)[C@H](CO)N(C(=O)Nc1ccc(F)cc1)CC31CN(C(=O)c2cccnc2)C1
-0.45	O=C(Nc1ccc(F)cc1)N1CC(=O)N2[C@H](CO)[C@H](c3ccc(C#Cc4ccc(F)cc4)cc3)[C@@H]2C1
2.4	NCC[C@H]1CC[C@H](NC(=O)Cc2ccncc2)[C@@H](CO)O1
-0.65	Cc1noc(C)c1NC(=O)Nc1ccc2c(c1)C(=O)N(C)[C@H]1CC[C@H](CC(=O)N[C@H]3CCN(Cc4ccccc4)C3)O[C@H]1CO2
-0.051	C[C@H](O)C#Cc1ccc([C@H]2[C@H]3CN(C(=O)c4ccc5c(c4)OCO5)CCCCN3[C@H]2CO)cc1
-2.8	CC(C)NC(=O)N1CC(=O)N2[C@H](C1)[C@@H](c1ccc(/C=C/c3ccccc3)cc1)[C@@H]2CO
0.18	COc1ccc(NC(=O)N2C[C@H](O)COC[C@H]3O[C@@H](CC(=O)N4CCCCC4)CC[C@@H]32)cc1
1.4	CO[C@@H]1CC[C@@H]2CCOc3ccc(C#N)cc3C(=O)N(C)[C@H](C)C(=O)N(C)C[C@H]1O2
-0.84	O=C(c1ccccc1)N1CC(=O)N2[C@H](CO)[C@H](c3ccc(-c4ccccc4)cc3)[C@@H]2C1
3	CCCC#Cc1ccc([C@@H]2[C@@H](CO)N3C(=O)CN(C(=O)Nc4ccccc4)C[C@@H]23)cc1
-2.7	O=C(Cc1cccnc1)N1CC(=O)N2[C@@H](CO)[C@H](c3ccc(/C=C/c4ccccc4)cc3)[C@@H]2C1

Given as a markdown table: part of the list above.
| smiles | IDE exosite FP |
| --- | --- |
| O=C(C[C@@H]1C[C@@H]2c3cc(NC(=O)C4CCOCC4)ccc3O[C@@H]2[C@@H](CO)O1)NCCN1CCCCC1 | -1.6 |
| O=C(C[C@H]1C=C[C@H](NC(=O)c2ccncc2)[C@H](CO)O1)NCC1CC1 | 4.1 |
